# Source: PubChem BioAssay
# AID2073: inhibitors of Mint1-CaV2.2 protein interaction, biochemical, HTRF (AID 2073); Voltage-dependent N-type calcium channel subunit alpha-1B (Homo sapiens); HTRF protein-protein interaction, Mint1-CaV2.2; higher % means a stronger effect; inhibition, % at 20 µM; hits with a dose series show IC50 in µM; actives 0.19% (n = 290,000); in the data active = inhibition mostly above about 51%, no sharp cut-off; inconclusive = no clear call, values can overlap the other calls; inactive = mostly below about 53%; note: some results filed as inactive read as strong as hits
# Yfh1-depleted yeast: enhancers of respiration in Yfh1-depleted yeast, dose response, Friedreich's ataxia, plus single-dose screen (AID 1465). S. cerevisiae Yfh1-off respiration, WST-1 reduction, 72 h; higher fold induction means a stronger effect. one-dose fold induction at 50 µM; EC50 in µM for titrated hits. actives 0.074% (n = 220,000);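 active = fold induction of absorbance versus untreated yeast above a set limit, then at least 30% activation at any dose in follow-up; inconclusive = repeats straddling the limit, or above it without dose testing; inactive = fold induction below the set limit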;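 note: activators that raise dye reduction in frataxin-depleted yeast; strong numbers were not always called active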
# Dengue-2 NS5 capping: Dengue-2 NS5 methyltransferase inhibitors, primary screen, biochemical, confirmation dose response (AID 588689) | Genome polyprotein (Dengue virus type 2 (strain 16681-PDK53)) | Dengue-2 NS5 methyltransferase capping enzyme assay, biochemical; higher % means a stronger effect | one-dose inhibition, % at 25 µM; IC50 in µM for titrated hits | actives 0.3% (n = 340,000); in the data active = a potency from the dose series; inconclusive = inhibition above about 29% without an active follow-up result
# NTR1 agonist: agonists of NTR1, primary screen, imaging, U2OS cells, beta-arrestin-GFP, high content (AID 493036). Neurotensin receptor type 1 (Homo sapiens), P30989. NTR1-U2OS beta-arrestin-GFP spot imaging, agonist mode. activation, % at 20 µM. actives 0.17% (n = 330,000);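 active = activation at or above 40% of the spot to cytoplasm intensity ratio, with at least 20 cells analyzed; inconclusive = wells under 20 cells, flagged as cytotoxic or low count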;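 note: 0% = DMSO without peptide and 100% = 100 nM NTR1 peptide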
# Target sequence (P30989 whole entry, looked up): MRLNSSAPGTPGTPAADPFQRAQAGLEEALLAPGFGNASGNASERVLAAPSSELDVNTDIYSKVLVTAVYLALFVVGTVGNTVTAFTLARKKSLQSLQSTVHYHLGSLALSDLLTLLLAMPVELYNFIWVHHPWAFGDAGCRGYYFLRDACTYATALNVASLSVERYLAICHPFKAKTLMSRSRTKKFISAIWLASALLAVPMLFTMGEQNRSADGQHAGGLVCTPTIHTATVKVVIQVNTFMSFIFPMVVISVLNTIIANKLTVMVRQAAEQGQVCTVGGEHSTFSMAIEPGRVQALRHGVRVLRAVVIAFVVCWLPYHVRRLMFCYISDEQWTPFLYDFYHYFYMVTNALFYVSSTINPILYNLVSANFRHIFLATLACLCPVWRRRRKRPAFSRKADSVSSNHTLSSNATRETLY
# GPR55 beta-arrestin: GPR55 agonists via beta-arrestin recruitment, primary screen, imaging, U2OS cells, beta-arrestin-GFP redistribution (AID 1961). G-protein coupled receptor 55 (Homo sapiens). actives 0.048% (n = 290,000). U2OS GPR55 beta-arrestin-GFP redistribution imaging; higher % means a stronger effect. activation, % at 10 µM, or EC50 in µM where a hit was titrated;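 active = activation above 40% with more than 50 cells counted in the well; inconclusive = wells holding fewer than 50 cells, flagged as toxic or sparse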;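 note: U2OS osteosarcoma cells stably expressing GPR55 and beta-arrestin-GFP; plate controls were DMSO negative control for no effect and LPI positive control for full effect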
# Large T inhibition: SV40 large T antigen inhibitors, biochemical (AID 1903); SV40 large T antigen ATPase/helicase inhibition assay; higher % means a stronger effect; actives 0.39% (n = 310,000); inhibition, % at 20 µM; hits with a dose series show IC50 in µM; in the data active = a potency from the dose series; inconclusive = inhibition mostly from about 32% at the one dose, without a potency; inactive = the rest, 99 in 100 with inhibition below about 32%; note: strong numbers were not always called active
# GPR35 arrestin U2OS: GPR35 antagonists blocking zaprinast-driven arrestin recruitment, primary screen, imaging, U2OS, beta-arrestin-GFP, zaprinast agonist (AID 2058); U2OS GPR35 beta-arrestin-GFP translocation imaging, zaprinast antagonism; higher % means a stronger effect; one-dose inhibition, % at 10 µM; IC50 in µM for titrated hits; actives 0.052% (n = 290,000);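 active = inhibition of at least 50% with at least 30 cells and total cytoplasm GFP at most 10,000,000; inconclusive = under 30 cells or total GFP of 10,000,000 plus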
# GPR55 LPI antagonism: GPR55 antagonists blocking LPI-driven arrestin recruitment, primary screen, imaging, U2OS, beta-arrestin-GFP, LPI agonist (AID 2013); G-protein coupled receptor 55 (Homo sapiens); U2OS GPR55 beta-arrestin-GFP translocation imaging, LPI antagonism; higher % means a stronger effect; one-dose inhibition, % at 10 µM; IC50 in µM for titrated hits; actives 0.13% (n = 290,000);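 active = spots per cell inhibited over 60%, with over 100 cells counted and total cytoplasm intensity under 500,000; inconclusive = wells with under 100 cells, flagged as likely toxic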;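 note: U2OS cells stably carrying GPR55 and arrestin-GFP stimulated by 5 µM LPI near EC80; imaged beta-arrestin-GFP aggregate spots per cell after agonist stimulation; plate controls were LPI-stimulated DMSO wells for no effect and DMSO wells without LPI for full effect; some results filed as inactive read as strong as hits; confirmed hits need IC50 under 10 µM and bright autofluorescent wells are also inconclusive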
# MgcRacGAP inhibition: MgcRacGAP GTPase-activating activity inhibitors, confirmation, biochemical, ADP Hunter fluorescence; Rac GTPase-activating protein 1 (Homo sapiens); inhibition, % at 30 µM; hits with a dose series show IC50 in µM; MgcRacGAP-stimulated Rac1 GTP hydrolysis, ADP Hunter fluorescence; higher % means a stronger effect; GST-tagged Rac1 F28L mutant substrate; actives 0.6% (n = 340,000); AID 624330, 2012;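 active = first-screen hits whose inhibition reached a set limit at any dose in the follow-up dose series; inconclusive = inhibition above the set first-screen limit but never retested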;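 note: fluorescence reports GDP produced by GAP-driven GTP hydrolysis; strong numbers were not always called active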
# NTR1 agonist cell count 20 µM: second read-out of NTR1 agonist, no call of its own (marks repeat the call); cell count; measured here: cell count, cytotoxicity flag
# Dengue-2 NS5 capping pilot replicate: also measured in Dengue-2 NS5 capping; calls as there; inhibition, %; measured here: pilot screen replicate inhibition
# An asterisk follows results filed as active; i = inactive; ? = inconclusive; / = not tested or not shown. No enrichment for hits (roughly 1.7% active in at least one column).
SMILES,AID2073,Yfh1-depleted yeast,Dengue-2 NS5 capping,NTR1 agonist,NTR1 agonist cell count 20 µM,GPR55 beta-arrestin,Large T inhibition,GPR35 arrestin U2OS,GPR55 LPI antagonism,MgcRacGAP inhibition,others
Cc1ccc(-n2c(SCC(=O)NCc3ccco3)nc3c(sc4ccccc43)c2=O)cc1,20%,i,1%,13,71,0.9%,2%,2%,17%,11%,
Nc1ccc(C(=O)n2c3ccccc3c3ccccc32)cc1,9%,i,-3%,8.3,40,-0.4%,11%,-2%,0%,12%,
O=C(c1ccccc1)c1ccc(NCCCn2ccnc2)c([N+](=O)[O-])c1,-8%,/,-3%,2.9,84,0.7%,5%,-1%,-6%,10%,
Cc1ccc(C(=O)Nn2c(N)c(S(=O)(=O)c3ccc(C)cc3)c3nc4ccccc4nc32)cc1,9%,i,-4%,4.0,69,-0.1%,1%,-7%,-9%,8%,
CCc1ccc(OC(=O)c2ccn(CC)n2)cc1,2%,i,2%,2.7,45,-0.1%,20%,-4%,8%,0%,
CCOC(=O)C1=C(Nc2cccc(Cl)c2)OCC1=O,0%,i,2%,0.0,43,0.0%,11%,16%,17%,9%,
COc1ccc(/C=C2\SC(=O)N(CC(=O)NC3C=CS(=O)(=O)C3)C2=O)cc1 (stereo not drawn),3%,/,1%,-0.1,57,-0.1%,7%,-13%,15%,7%,
O=C(CCC(=O)Nc1cccc2ccccc12)N/N=C/c1ccco1,-9%,i,-2%,-0.6,62,-0.3%,8%,4%,-5%,5%,
COc1cccc(/C=N/NC(=O)C(=O)N2CCCC2)c1O,22%,i,-1%,2.6,50,0.3%,8%,13%,2%,13%,
CCOC(=O)CCCNC(=O)COC(=O)c1cc(Br)c(Br)s1,26%,i,4%,1.0,44,0.8%,8%,-3%,7%,6%,
COc1ccc(CC(=O)NC(=S)NNC(=O)COc2c(C)cccc2C)cc1,-10%,i,1%,-0.2,48,-0.1%,28%,-2%,-2%,9%,
Cc1nn(C)c(C)c1CNC(=O)c1cc2n(n1)C(C(F)(F)F)CC(c1cccs1)N2 (stereo not drawn),4%,i,-4%,0.5,58,0.1%,0%,3%,0%,7%,
Clc1ccccc1OCc1nnc(-c2ccccc2Br)o1,1%,/,-6%,1.3,49,0.0%,12%,11%,6%,6%,
c1ccc2sc(-c3ccncc3)nc2c1,12%,i,5%,1.1,56,-0.1%,11%,4%,0%,11%,
NC(CC(=O)NC(c1ccccc1)(c1ccccc1)c1ccccc1)C(=O)O (stereo not drawn),-6%,i,-5%,-0.9,70,-0.4%,5%,13%,-4%,11%,
Cc1cccc(C)c1NC(=O)N1CCC(n2c(=O)[nH]c3ccccc32)CC1,17%,i,-4%,3.8,98,0.3%,5%,-6%,-6%,-3%,
Cc1onc(-c2c(F)cccc2Cl)c1C(=O)N(C)CCc1ccccn1,5%,/,-7%,0.1,65,0.2%,8%,6%,20%,4%,
O=C(Cc1ccc(F)cc1)N1CCN=C1SCc1ccc([N+](=O)[O-])cc1,4%,i,-2%,2.5,62,0.9%,12%,-8%,-7%,6%,
COc1cc(/C=C2\SC(=S)N(CC(=O)O)C2=O)ccc1OC(=O)c1ccco1,-3%,/,-7%,-0.1,56,-0.1%,22%,1%,-19%,13%,
CCOC(=O)C1=C(C)NC(C)=C(C(=O)OCC)C1c1ccc(OC)cc1,13%,i,-2%,0.0,80,-0.2%,11%,20%,6%,8%,
O=C(NCCc1ccccc1)C(=O)NCC1CCCN1S(=O)(=O)c1cccs1 (stereo not drawn),/,/,-3%,-1.4,43,/,11%,/,/,5%,
COc1cc(C(=O)NNC(=O)c2ccc(NC(=O)C(C)(C)C)cc2)cc(OC)c1OC,5%,i,1%,0.4,66,0.1%,3%,-4%,-7%,-1%,
CC1(C)CC2CC(C)(CN2C(=O)C23CCC(C)(C(=O)O2)C3(C)C)C1 (stereo not drawn),?,i,-1%,-0.1,58,0.0%,3%,0%,-8%,10%,
COc1cc2nc(=S)n(CCCN3CCOCC3)c(N)c2cc1OC,-26%,i,-1%,/,/,0.2%,9%,7%,11%,202µM*,
COc1ccccc1/C=C/C(=O)Nc1ccc(N2CCOCC2)cc1,-5%,i,-2%,0.3,67,-0.1%,3%,-9%,17%,10%,
COc1cc(CN2CCCC(C(=O)Nc3ccccc3Oc3cccnc3)C2)ccc1F (stereo not drawn),8%,/,-10%,0.0,68,-0.2%,8%,13%,-6%,6%,
COc1ccc(CCN2C(=O)CSC2=S)cc1OC,4%,/,-6%,2.6,83,-0.1%,10%,-8%,7%,11%,
COc1ccc(S(=O)(=O)NCc2ccccn2)cc1NC(=O)c1ccc(Cl)cc1,/,/,-1%,0.5,65,/,7%,/,/,5%,
O=C(CN1CCOCC1)OCCCc1ccccc1,0%,i,-2%,-1.5,68,-0.2%,-2%,6%,-6%,5%,
Cc1ccc(S(=O)(=O)N2[C@@H](c3cccc(Cl)c3)C(C(=O)O)=CC[C@H]2c2cccs2)cc1,/,/,13%,1.0,92,/,11%,/,/,8%,
CCOc1ccccc1-n1c(SCC(=O)Nc2ccc(CC)cc2)nc2n[nH]c(C)c2c1=N,42%,i,/,0.2,47,0.0%,12%,3%,8%,/,
Cc1cc(O)cc2c(=O)c3ccccc3sc12,43%,i,-4%,0.6,44,-0.4%,6%,6%,-1%,8%,
Cc1ccc(S(=O)(=O)N(C)C)cc1NC(=O)Cn1c(CN2CCOCC2)nc2ccccc2c1=O,-3%,i,-9%,0.6,61,-0.5%,4%,-8%,10%,2%,
CC(C(=O)Nc1ccccc1)N(C)CCOc1ccccc1 (stereo not drawn),-4%,/,-7%,0.4,39,-0.2%,0%,1%,-4%,3%,
C/C(=N\NC(=O)CSc1nc(C)cc(C)n1)c1ccc2c(c1)OCCO2,-9%,i,0%,-0.2,44,0.0%,24%,0%,7%,6%,
Cn1cc([N+](=O)[O-])c(C(=O)NCC(=O)O)n1,-8%,i,-14%,1.5,48,-0.2%,3%,-9%,1%,-1%,
O=C(O)c1cccc(S(=O)(=O)N2CCCC2)c1,-8%,i,-3%,0.2,85,-0.1%,5%,4%,-7%,4%,
N#Cc1ccccc1/C=N/Nc1nc(-c2ccccc2)c2cc(Br)ccc2n1,2%,i,-2%,18,69,0.3%,11%,5%,4%,8%,
COC(=O)C1CCN(S(=O)(=O)Cc2ccccc2)CC1,-33%,i,-4%,0.2,58,-0.1%,-1%,15%,16%,-6%,
CN(C[C@H](Cc1ccccc1)N(C[C@H](Cc1ccccc1)N(CC1(c2ccccc2)CC1)N=O)N=O)N=O,11%,i,-9%,11,55,0.2%,11%,-18%,11%,3%,
COc1ccc(-c2c3c(=O)n(C)c(=O)n(C)c3cn2-c2ccccc2)cc1,1%,i,-9%,-1.9,42,0.2%,9%,4%,0%,-5%,
COC(=O)c1ccc(CSc2nnc3c(n2)[nH]c2ccccc23)cc1,41%,i,5%,0.9,51,0.5%,14%,5%,0%,7%,
O=C(NCCN1CCOCC1)C1CC(=O)N(c2ccc(F)c(Cl)c2)C1 (stereo not drawn),4%,i,-1%,0.5,55,-0.2%,6%,-15%,-2%,5%,
Cc1ccc(Nc2ncccc2C(=O)NCc2cccs2)c(C)c1,7%,i,1%,13,75,-0.1%,0%,10%,18%,3%,Dengue-2 NS5 capping pilot replicate=-4.4
COC(=O)c1c(NC(=O)C(Cl)Cl)sc2c1C(C(=O)OC)CC2 (stereo not drawn),-8%,i,-10%,-0.9,52,-0.1%,7%,25%,6%,10%,
CCCCCCCCOc1ccc(C2CC(=O)NC2=O)cc1 (stereo not drawn),9%,/,4%,2.8,68,-0.3%,12%,-3%,-9%,-2%,Dengue-2 NS5 capping pilot replicate=-3.1
COc1cccc(CN2CCN(C3CCN(c4ccccc4F)CC3)CC2CCO)c1 (stereo not drawn),0%,i,-16%,2.0,28,0.0%,25%,-7%,-1%,-34%,
CC1CCc2c(sc(NS(=O)(=O)c3ccccc3)c2C(=O)OC(C)C)C1 (stereo not drawn),-4%,i,-6%,-0.6,55,0.3%,19%,1%,6%,17%,
Cn1cc([N+](=O)[O-])c(C(=O)Nc2ccc(-c3nc4ccccc4o3)cc2)n1,-2%,i,-3%,2.7,54,-1.5%,8%,-6%,4%,6%,
O=c1[nH]cnc2scc(-c3ccc(Br)cc3)c12,26%,i,0%,2.2,16,-0.6%,2%,-10%,7%,4%,
O=C(N/N=C/c1ccc(Br)cc1)c1ccc(Br)o1,12%,i,-1%,2.4,71,0.3%,16%,9%,-1%,15%,
COc1ccc(-n2nc(C(=O)NCC(=O)N3CCN(C)CC3)c3ccccc3c2=O)cc1,7%,/,-4%,-0.4,52,-0.2%,14%,-6%,4%,8%,
CC1=C(C(=O)OC2CCCCCCC2)C(c2ccc(O)cc2)NC(=O)N1 (stereo not drawn),-2%,i,-4%,0.8,49,0.2%,/,4%,37%,1%,
S=C(Nc1ccccc1)NC1CCN(Cc2ccccc2)CC1,1%,i,-14%,1.5,40,-0.1%,/,-11%,4%,4%,
Cc1ccccc1Nc1nc(N)nc(CN2C(=O)NC3(CCCCC3C)C2=O)n1 (stereo not drawn),-2%,i,-7%,-1.1,77,0.6%,19%,8%,-3%,10%,
CCOc1ccccc1CNc1nc2nc3c(c(=O)n2[nH]1)CCC3,2%,i,/,-0.5,62,0.2%,1%,6%,-4%,8%,
